# Screening data from PubChem.
# SRC1 inh – SRC1 coactivator transcriptional activity inhibitors, primary screen, cell-based, luminescence; Nuclear receptor coactivator 1 (Homo sapiens), Q15788; HEK293 GAL4-SRC1 luciferase reporter; inhibition, % at 3.6 µM; 0.12% of 360,000 active; AID 588354, 2011;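 active = inhibition above the campaign mean plus 3 SD, with each screening campaign given its own cutoff, cut at about 60% in these data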;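 also: 0% = DMSO treated cells and 100% = gossypol at 36 µM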
# TWEAK Fn14 block – inhibitors of TWEAK-Fn14 signaling, primary screen, luciferase reporter cells, uHTS; inhibition, % at 10 µM; TWEAK-stimulated Fn14 reporter cells, luciferase luminescence, 8 h; AID 1159606, 2016; 2% of 360,000 active; in the data active = inhibition above about 50%
# SRC3 inh – SRC3 coactivator transcriptional activity inhibitors, primary screen, cell-based, luminescence. HEK293 GAL4-SRC3 luciferase reporter. inhibition, % at 3.6 µM. 0.17% of 360,000 active. AID 588352, 2011;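 active = inhibition above a per-campaign cutoff, the mean of all compounds plus 3 SD, cut at about 60% in these data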;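 also: 0% = DMSO-treated cells and 100% = gossypol-treated cells at 36 µM; higher means less SRC3-driven luciferase light from the GAL4 reporter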
# C8 TRAIL sens – viability loss with TRAIL in NB7+C8 cells, primary screen, TRAIL sensitizer project, cell-based, ATPlite luminescence; 1% of 360,000 active; AID 624354, 2012; inhibition (viability loss, TRAIL sensitization), % at 10 µM;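 active = compounds causing at least 50% loss of cell viability in the single-dose screen, relative to plate controls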
# NOD2-RIPK2 inh – NOD2-RIPK2 binding disruptors in cells, primary screen, fluorescence, CHO cells, BLA complementation; CCF4 ratio; inhibition, % at 4.98 µM; 0.38% of 360,000 active; AID 624267, 2012; in the data active = inhibition above about 21%;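 also: 0% = vehicle only and 100% = reference blocker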
# TROY NFkB inh – inhibitors of TROY-driven NF-kB signaling, primary screen, Q293 LMP1-TROYcd cells, NF-kB luciferase, uHTS | Q293 LMP1-TROYcd NF-kB luciferase reporter, 4 h | inhibition, % at 10 µM | 0.98% of 360,000 active;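 active = compounds whose plate-normalised and pattern-corrected inhibition of the luciferase reporter signal at the single screening dose is 50% or more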
# TLR9-MyD88 block – inhibitors of TLR9-MyD88 association in cells, primary screen, cell-based, CHO, BLA complementation, fluorescence. 0.21% of 340,000 active. CCF4 FRET ratio. inhibition, % at 4.98 µM. Toll-like receptor 9 (Homo sapiens) + Myeloid differentiation primary response protein …;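 active = inhibition above the mean over all tested compounds plus 3 SD, cut at about 21% in these data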;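 also: 0% = DMSO only wells and 100% = clavulanate BLA inhibitor control wells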
# LRH-1 inv ag – LRH-1 (NR5A2) inverse agonists, primary screen, cell-based, luminescence, HEK293T, StAR-luciferase reporter; Nuclear receptor subfamily 5 group A member 2 (Homo sapiens), O00482; LRH-1 transfected, 24 h; inhibition, % at 3.6 µM; 0.13% of 360,000 active; AID 602396, 2012;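 active = inhibition above the mean inhibition of all tested compounds plus 3 SD, cut at about 73% in these data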;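 also: 0% = DMSO wells and 100% = reporter-only cells lacking LRH-1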
# NCOA2 inhibitor – inhibition of GAL4-SRC2 driven luciferase reporter, primary screen, SRC2 inhibitor project, cell-based, luminescence | Nuclear receptor coactivator 2 (Homo sapiens), Q15596 | inhibition, % at 9 µM | HEK293 GAL4-SRC2 luciferase reporter | 0.17% of 370,000 active;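 active = inhibition above the mean inhibition of all tested compounds plus 3 SD, set per campaign, cut at about 52% in these data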;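 also: 0% = DMSO treated cells and 100% = cells given Gossypol at 36 µM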
# Target sequence (Q15596 whole entry, looked up, the tested form may be a part): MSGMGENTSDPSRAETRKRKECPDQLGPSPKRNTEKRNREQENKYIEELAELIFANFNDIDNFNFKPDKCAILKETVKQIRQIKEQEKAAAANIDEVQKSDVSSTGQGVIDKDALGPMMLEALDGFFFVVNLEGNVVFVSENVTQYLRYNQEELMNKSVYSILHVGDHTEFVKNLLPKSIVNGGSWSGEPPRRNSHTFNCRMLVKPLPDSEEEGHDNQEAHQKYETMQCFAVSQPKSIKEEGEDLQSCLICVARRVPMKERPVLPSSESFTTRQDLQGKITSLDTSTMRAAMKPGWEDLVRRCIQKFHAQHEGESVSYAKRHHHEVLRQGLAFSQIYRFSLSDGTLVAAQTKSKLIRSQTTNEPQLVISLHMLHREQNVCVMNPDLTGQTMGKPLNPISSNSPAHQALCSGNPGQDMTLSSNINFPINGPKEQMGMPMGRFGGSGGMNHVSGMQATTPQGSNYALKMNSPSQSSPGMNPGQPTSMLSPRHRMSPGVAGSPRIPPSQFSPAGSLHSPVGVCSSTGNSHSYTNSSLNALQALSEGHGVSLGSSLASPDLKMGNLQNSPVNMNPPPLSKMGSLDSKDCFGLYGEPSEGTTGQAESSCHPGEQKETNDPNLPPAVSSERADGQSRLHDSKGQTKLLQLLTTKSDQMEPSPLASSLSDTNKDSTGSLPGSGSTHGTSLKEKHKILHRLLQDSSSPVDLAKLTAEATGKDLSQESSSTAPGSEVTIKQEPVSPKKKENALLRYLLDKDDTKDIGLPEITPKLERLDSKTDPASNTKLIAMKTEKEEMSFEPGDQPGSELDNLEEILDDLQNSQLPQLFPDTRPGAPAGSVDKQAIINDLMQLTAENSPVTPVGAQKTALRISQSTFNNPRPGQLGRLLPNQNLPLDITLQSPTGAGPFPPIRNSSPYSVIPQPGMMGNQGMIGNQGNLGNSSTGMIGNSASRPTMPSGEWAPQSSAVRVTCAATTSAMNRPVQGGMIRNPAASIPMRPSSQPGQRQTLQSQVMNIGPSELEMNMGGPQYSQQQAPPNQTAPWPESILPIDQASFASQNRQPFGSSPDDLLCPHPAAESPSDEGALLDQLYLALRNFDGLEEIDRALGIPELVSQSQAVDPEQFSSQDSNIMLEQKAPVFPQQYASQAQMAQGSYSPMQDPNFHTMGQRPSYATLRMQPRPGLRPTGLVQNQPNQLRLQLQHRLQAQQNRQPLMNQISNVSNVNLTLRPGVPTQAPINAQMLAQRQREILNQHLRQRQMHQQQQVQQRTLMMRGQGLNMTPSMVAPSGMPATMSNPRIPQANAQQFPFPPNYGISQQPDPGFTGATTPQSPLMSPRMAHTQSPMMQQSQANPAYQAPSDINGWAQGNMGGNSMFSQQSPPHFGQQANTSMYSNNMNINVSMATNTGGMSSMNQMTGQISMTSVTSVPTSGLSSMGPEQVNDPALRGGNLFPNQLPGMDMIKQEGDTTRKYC
# LMP1 NFkB inh – EBV LMP1-driven NF-kappaB luciferase reporter inhibitors, primary screen, cell-based, luminescence, single point; LMP1-induced NF-kappaB luciferase reporter cells; AID 504558, 2011; 0.69% of 350,000 active; inhibition, % at 12.5 µM; in the data active = inhibition above about 41%;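 also: 0% = neutral control wells and 100% = reference inhibitor control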
# COUP-TFII inh – NR2F2 transcriptional activity inhibitors, primary screen, cell-based, luciferase reporter, HEK293T, luminescence. COUP transcription factor 2 (Homo sapiens), P24468. HEK293T NGFI-A luciferase reporter. inhibition, % at 8.6 µM. 0.7% of 370,000 active. AID 686940, 2013;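 active = inhibition above a per-plate cutoff, mean inhibition of test wells between control levels plus 3 SD, cut at about 38% in these data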;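 also: cells cotransfected with COUP-TFII expression vector driving the NGFI-A reporter; 0% = median of COUP-TF2 test wells and 100% = reporter-only cells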
# An asterisk follows results filed as active; / = not tested or not shown; & = joins results of further samples; ! = not active in a repeat.
# Order of results: LMP1 NFkB inh | TWEAK Fn14 block | NCOA2 inhibitor | LRH-1 inv ag | NOD2-RIPK2 inh | SRC1 inh | C8 TRAIL sens | SRC3 inh | TROY NFkB inh | TLR9-MyD88 block | COUP-TFII inh
- CC1CC(NC(=O)C2C3CCC(O3)C2C(=O)O)CC(C)(C)C1 (stereo not given)
  0 | -14 | -17 | 13 | -8 | 2 | -6 | -1 | 8 | 6 | 11
- Cn1c(O)c(/C=N/c2ncccn2)c(=O)n(C)c1=O
  0 | 21 | -4 | -7 | -5 | -2 | -15 | 17 | -8 | 1 | 13
- COC(=O)C(O)(c1ccc(NC(=O)c2cccs2)cc1)C(F)(F)F (stereo not given)
  / | -36 | -79 | -51 | -7 | -57 | 15 | -62 | -39 | / | -10
- O=C(O)c1ccccc1NC(=O)N1C[C@H]2C[C@@H](C1)c1cccc(=O)n1C2
  7 | -6 | -7 | -21 | -6 | -9 | -9 | 1 | -4 | 2 | -7
- COC(=O)C1=C(c2cc3ccccc3s2)C[C@@H]2CC[C@H]1N2C(=O)N1CCCC1
  13 | 10 | 32 | 0 | -6 | 4 | 5 | -5 | 24 | -2 | 23
- C=CCn1c(O)c(/C(C)=N/N2CCCCCC2)c(=O)[nH]c1=O
  6 | 5 | -8 | -6 | -9 | -8 | 4 | 10 | 12 | -6 | 12
- Cn1c(=O)oc(=O)c2ccccc21
  -1 | -4 | -2 | 5 | -14 | 8 | 12 | 9 | -3 | -13 | -10
- O=c1c2ccccc2[nH]c(=S)n1-c1cccc(Cl)c1
  2 | 13 | -10 | -3 | 3 | -11 | -3 | -4 | -3 | -2 | 0
- O=c1[nH]c(=S)[nH]c(O)c1C(c1ccccn1)c1c(O)[nH]c(=S)[nH]c1=O
  0 | 2 | -3 | 13 | -3 | -3 | -3 | 3 | 33 | 2 | -1
- O=C1NC(=S)N(c2ccc(Cl)cc2)C(=O)/C1=C/N1CCN(C(=O)c2ccco2)CC1
  -10 | -5 | 22 | 3 | -9 | 11 | -7 | 5 | / | -5 | 13
- CN(C)C(=O)Oc1ccc(Cl)c2cccnc12
  -4 | -4 | -16 | 12 | 1 | 2 | -3 | 2 | -5 | -6 | -15
- Cc1ccc(-n2c(O)c(C=NCc3ccccn3)c(=O)[nH]c2=S)cc1
  3 | -17 | 5 | -16 | -7 | -1 | 28 | 4 | 1 | -10 | -6
- CC1CN=C(NC(C)c2ccccc2)S1 (stereo not given)
  -11 | 3 | -16 | 9 | 4 | -2 | 2 | -4 | -2 | 7 | 26
- CCCCCc1nc2ccccc2c(=O)n1-c1ccccc1[N+](=O)[O-]
  2 | -11 | 18 | 4 | -10 | -2 | -5 | 14 | 3 | 6 | 4
- Clc1ccc(NC2=NCCCS2)cc1Cl
  -5 | 13 | -31 | -13 | -3 | -33 | 11 | -11 | -14 | -2 | -22

# Eleven consecutive compounds from above:
# Order of results: LMP1 NFkB inh | TWEAK Fn14 block | NCOA2 inhibitor | LRH-1 inv ag | NOD2-RIPK2 inh | SRC1 inh | C8 TRAIL sens | SRC3 inh | TROY NFkB inh | TLR9-MyD88 block | COUP-TFII inh
- O=C(O)c1ccccc1NC(=O)N1C[C@H]2C[C@@H](C1)c1cccc(=O)n1C2
  7 | -6 | -7 | -21 | -6 | -9 | -9 | 1 | -4 | 2 | -7
- COC(=O)C1=C(c2cc3ccccc3s2)C[C@@H]2CC[C@H]1N2C(=O)N1CCCC1
  13 | 10 | 32 | 0 | -6 | 4 | 5 | -5 | 24 | -2 | 23
- C=CCn1c(O)c(/C(C)=N/N2CCCCCC2)c(=O)[nH]c1=O
  6 | 5 | -8 | -6 | -9 | -8 | 4 | 10 | 12 | -6 | 12
- Cn1c(=O)oc(=O)c2ccccc21
  -1 | -4 | -2 | 5 | -14 | 8 | 12 | 9 | -3 | -13 | -10
- O=c1c2ccccc2[nH]c(=S)n1-c1cccc(Cl)c1
  2 | 13 | -10 | -3 | 3 | -11 | -3 | -4 | -3 | -2 | 0
- O=c1[nH]c(=S)[nH]c(O)c1C(c1ccccn1)c1c(O)[nH]c(=S)[nH]c1=O
  0 | 2 | -3 | 13 | -3 | -3 | -3 | 3 | 33 | 2 | -1
- O=C1NC(=S)N(c2ccc(Cl)cc2)C(=O)/C1=C/N1CCN(C(=O)c2ccco2)CC1
  -10 | -5 | 22 | 3 | -9 | 11 | -7 | 5 | / | -5 | 13
- CN(C)C(=O)Oc1ccc(Cl)c2cccnc12
  -4 | -4 | -16 | 12 | 1 | 2 | -3 | 2 | -5 | -6 | -15
- Cc1ccc(-n2c(O)c(C=NCc3ccccn3)c(=O)[nH]c2=S)cc1
  3 | -17 | 5 | -16 | -7 | -1 | 28 | 4 | 1 | -10 | -6
- CC1CN=C(NC(C)c2ccccc2)S1 (stereo not given)
  -11 | 3 | -16 | 9 | 4 | -2 | 2 | -4 | -2 | 7 | 26
- CCCCCc1nc2ccccc2c(=O)n1-c1ccccc1[N+](=O)[O-]
  2 | -11 | 18 | 4 | -10 | -2 | -5 | 14 | 3 | 6 | 4

# Other records.
# Order of results: LMP1 NFkB inh | TWEAK Fn14 block | NCOA2 inhibitor | LRH-1 inv ag | NOD2-RIPK2 inh | SRC1 inh | C8 TRAIL sens | SRC3 inh | TROY NFkB inh | TLR9-MyD88 block | COUP-TFII inh
- c1cncc(CNCCc2c[nH]c3ccccc23)c1
  -6 | 0 | -6 | 3 | -2 | 1 | -12 | 5 | -5 | -9 | -3
- CNC(=O)OCCc1n(C)cc[n+]1C
  5 | -1 | 5 | 21 | -3 | -6 | -5 | 19 | 2 | 1 | 16
- CCOc1cc2c(cc1OCC)-n1cccc1C(c1ccc(OC)c(OC)c1)NC2 (stereo not given)
  11 | -3 | -23 | 12 | -4 | -8 | 7 | -11 | 3 | -1 | 19
- COC(C)(C)CCCC(C)C/C=C/C(C)=C/C(=O)OC(C)C (stereo not given)
  1 | -11 | -19 | 14 | -20 | 3 | 2 | 18 | -6 | -2 | -17
- CC(=O)OC1CCC2(C)C(CC(=O)C3C2CCC2(C)C(OC(C)=O)CCC32)C1 (stereo not given)
  -4 | -14 | 1 | -7 | -4 | -7 | -3 | 12 | 12 | -2 | 5
- CC(=O)Nc1ccccc1OP1(=O)COc2ccccc2OC1
  -6 | 2 | -10 | -8 | -2 | 2 | 1 | 4 | -10 | -1 | -3
- CC(=O)N(C)CC#CCN1CCCC(CO)C1 (stereo not given)
  0 | 5 | 20 | -16 | -8 | -7 | 0 | -13 | 5 | -5 | 3
- CCc1c(C)nc(N)nc1N1N=C1SCC(N)=O
  10 | 12 | 22 | -5 | 9 | 8 | -7 | -10 | 1 | 4 | -16
- Oc1ccc2c3c1O[C@H]1[C@@H](O)CC[C@@]4(O)[C@@H](C2)N(CC2CCC2)CC[C@]314
  69*! | 4&-11 | 15&-16 | -35&-25 | -4&-8 | 5&-25 | -3&6 | -23&22 | -3&7 | -6&0 | -9&-2
- FC(F)(F)Oc1ccc(NC2=NCCCS2)cc1
  -2 | 22 | -2 | -19 | -8 | -6 | -5 | -1 | -25 | -6 | 5
- CCOc1cc2c(cc1OCC)-n1cccc1C(c1cccc(OCC)c1O)NC2 (stereo not given)
  2 | 2 | -2 | -9 | -5 | 10 | -10 | -18 | 12 | -10 | -2
- COC(=O)C1=C(c2cccc(OCc3ccccc3)c2)C[C@@H]2CC[C@H]1N2C(=O)NCc1ccc(N(C)C)cc1
  -3 | 18 | 0 | -9 | -2 | -19 | 11 | -13 | 14 | -1 | 13
- O=S(=O)(c1ccc(Cl)cc1)c1ccc(Cl)cc1
  1 | 5 | 4 | 25 | -8 | 9 | -4 | 15 | -1 | 5 | 9
- COC(=O)C1=C(c2ccc(F)cc2OCc2ccccc2)C[C@@H]2CC[C@H]1N2C(=O)N1CCOCC1
  3 | -7 | 14 | -19 | -9 | 10 | 2 | -8 | -4 | -8 | 11
- CC(=O)NC1CC2CCC(C1)N2 (stereo not given)
  -10 | -36 | -14 | -5 | -13 | -5 | -14 | -10 | -18 | 2 | 15
- CCS(=O)(=O)CCSP(=O)(OC)OC
  1 | 22 | -17 | 10 | 5 | 1 | 8 | -5 | -5 | -3 | -16
- Oc1c(Br)c(Br)c(Br)c(Br)c1Br
  7 | 2 | / | -2 | 12 | 6 | 1 | 21 | 71* | 1 | /
- O=c1[nH]c(=S)[nH]c(O)c1N=Nc1ccc2c(c1)OCO2
  -2 | 12 | -33 | -16 | -5 | -21 | 17 | -30 | -6 | 8 | 3
- COc1cc2c(c(OC)c1OC)-c1ccc(O)c(=O)cc1C(NC(C)=O)CC2 (stereo not given)
  0 | -25 | 30 | 40 | 5 | -165 | 16 | 15 | 24 | -10 | -82
- Cn1ccc(NC(=O)CCl)n1
  -8 | -4 | -7 | 4 | -4 | -16 | -1 | 7 | 3 | -4 | 1
- CCOc1ccc(-n2c(O)c(N=Nc3ccc([N+](=O)[O-])cc3)c(=O)[nH]c2=O)cc1
  -3 | 11 | 1 | 17 | 3 | -17 | -6 | 25 | 9 | -6 | -12
- CC(C)CNP(=S)(c1ccccc1)C(C)(C)C (stereo not given)
  -16 | 7 | 13 | 5 | 3 | -8 | 2 | 14 | -11 | -6 | 0
- CCCCCCC(=O)N/N=C/c1c(O)n(CCCC)c(=S)[nH]c1=O
  -1 | 14 | -21 | -2 | -4 | -22 | 12 | 12 | -4 | -3 | 5
- Cc1c(C(c2ccccc2Cl)c2c(O)c3ccccc3oc2=O)c(=O)n(-c2ccccc2)n1C (stereo not given)
  -10 | 7 | 21 | 12 | -9 | 2 | -1 | 22 | -5 | -9 | 1
- CN1C(=O)N(C)C(=O)C2(Cc3cc([N+](=O)[O-])ccc3N(C)C2c2ccccc2)C1=O (stereo not given)
  -5 | -16 | 18 | -1 | -2 | -9 | 8 | -2 | 4 | 6 | -1
- COC(=O)C1=C(c2ccc(C(C)=O)cc2)C[C@@H]2CC[C@H]1N2C(=O)NCc1ccc(F)cc1
  5 | 10 | -36 | 3 | 5 | 4 | 4 | -9 | -18 | 1 | 4
- Brc1ccc2c(c1)-n1nncc1CN(CC1CCCCC1)C2
  / | -12 | -27 | 8 | -2 | 8 | 2 | 18 | 2 | / | 0
- COc1ccc([N+](=O)[O-])cc1N=Cc1c(O)n(CCc2ccccc2)c(=O)n(C(C)C)c1=O
  24 | -6 | -3 | 3 | -6 | -11 | -3 | -3 | -25 | 4 | 4
- CCOC(=O)c1cccc(C2=C(CNC(=O)c3nccs3)[C@H]3CC[C@@H](C2)N3Cc2ccccc2)c1
  12 | -17 | 18 | 3 | -4 | 2 | 20 | 16 | 5 | -5 | 4

# A portion of the library; the hit share may differ from the screen's.
